High-throughput results as filed in PubChem BioAssay.
ASAP1 GAP inh – ASAP1 ArfGAP inhibition; hit rate 0.19% among 360,000; Q9ULH1; ASAP1-stimulated ARF1 GTP hydrolysis, GDP FP detection; inhibition, % at 16.5 µM; in the data active = inhibition above about 25%;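 also: 0% = vehicle with enzyme and substrate and 100% = no enzyme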
Target sequence (Q9ULH1 325-724 limits assumed): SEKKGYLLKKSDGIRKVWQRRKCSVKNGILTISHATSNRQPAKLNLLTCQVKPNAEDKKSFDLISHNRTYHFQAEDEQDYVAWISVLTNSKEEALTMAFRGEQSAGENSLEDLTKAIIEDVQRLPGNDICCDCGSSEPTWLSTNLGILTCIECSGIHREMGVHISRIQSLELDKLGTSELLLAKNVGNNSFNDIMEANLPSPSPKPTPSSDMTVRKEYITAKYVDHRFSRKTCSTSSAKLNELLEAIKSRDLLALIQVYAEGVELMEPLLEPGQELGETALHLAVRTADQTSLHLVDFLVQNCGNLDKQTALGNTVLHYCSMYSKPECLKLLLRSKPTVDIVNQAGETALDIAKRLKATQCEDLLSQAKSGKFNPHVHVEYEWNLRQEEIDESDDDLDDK
Tn6 DDE FP – DD(E)-Tn6 binding inhibition, primary FP screen; P02675; inhibition, % at 8.3 µM; Fibrin DD(E) TRITC-Tn6 fluorescence polarization displacement; hit rate 0.21% among 370,000;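 active = inhibition above a per-campaign cutoff: mean of compounds within control limits plus 3 SD, cut at about 15% in these data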;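 also: 0% = median of all compound wells on the plate and 100% = blocking peptide control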
proKLK7 act – proKLK7 (human) activation, primary screen; P49862; AID 652039; hit rate 0.9% among 370,000; activation, % at 7 µM; purified proKLK7, EDANS-DABCYL substrate fluorescence; 100% is mature enzyme control, 0% vehicle;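 active = activation above the mean of all tested compounds plus 3 SD, computed per campaign excluding outliers beyond control limits, cut at about 13% in these data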
Target sequence (P49862 whole entry, looked up): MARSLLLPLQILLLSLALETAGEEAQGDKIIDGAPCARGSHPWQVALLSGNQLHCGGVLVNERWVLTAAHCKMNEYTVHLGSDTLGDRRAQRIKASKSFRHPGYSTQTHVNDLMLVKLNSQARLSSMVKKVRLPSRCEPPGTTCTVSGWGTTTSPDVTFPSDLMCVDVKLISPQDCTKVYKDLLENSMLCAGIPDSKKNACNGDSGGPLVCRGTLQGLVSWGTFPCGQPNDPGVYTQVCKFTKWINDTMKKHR
Tn7 DDE FP – inhibitors of Tn7 peptide binding to human fibrin DD(E). FP displacement of FITC-Tn7 peptide from fibrin DD(E); 0% = median of compound wells per plate. inhibition, % at 8.3 µM. hit rate 0.13% among 370,000. P02675;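 active = inhibition above the mean of compounds falling within the control limits plus 3 SD of them, cut at about 14% in these data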;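 also: 0% = plate median of compound wells and 100% = 10 µM Aha-Tn7 peptide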
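System: human fibrin DD(E); quantity: Fibrin-DD(E) at 2 µM final; also added: fluorescent Tn7 probe at 0.1 µM; compound dosing: single nominal test concentration of 8.3 µM per compound; schedule: 10 min preincubation, 3 h with tracer, room temperature; detection: fluorescence polarization of the labelled Tn7 tracer; repeats: one replicate per compound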
NR1D1 modulator – Rev-erb alpha (human) modulation; P20393; Rev-erbα–FITC-DNA binding, fluorescence polarization, 90 min; activity, % at 10 µM; hit rate 0.79% among 370,000; AID 1259318;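 active = activity above about 14%, limit read from the data; passing the limit was not always enough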;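 also: 0% = DMSO wells with 35 nM protein and 100% = DMSO wells with 750 nM protein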
PLC-gamma1 inh – blocks human PLC-gamma1 enzyme activity; inhibition, % at 12.2 µM; AID 720700; purified PLC-gamma1, fluorogenic substrate, fluorescence; P19174; hit rate 0.84% among 370,000; in the data active = inhibition above about 9.5%
UHRF1 binding – blocks human UHRF1 binding to methylated DNA; AID 687016; inhibition, % at 4.4 µM; UHRF1 binding to methylated oligo, TR-FRET; hit rate 0.75% among 370,000; Q96T88; in the data active = inhibition above about 21%;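 also: UHRF1 SRA domain binding a hemimethylated CpG hairpin DNA probe; 0% = median of test compound wells and 100% = reference inhibitor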
sPLA2-III inh – Blocks human group III sPLA2 activity; QFRET BODIPY PC-A2 liposome hydrolysis, fluorescence; inhibition, % at 12.2 µM; hit rate 0.56% among 370,000; AID 743126;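 active = inhibition above mean plus 3 SD of compounds lying within the high and low control bounds, cut at about 19% in these data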;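 also: 0% = median of test compound wells and 100% = no enzyme DMSO wells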
PLCb3 inh – inhibitors of human phospholipase C beta3; Q01970; Purified PLC-beta3, fluorogenic substrate, fluorescence; inhibition, % at 12.2 µM; hit rate 0.18% among 370,000; AID 720704; in the data active = inhibition above about 11%;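 also: 0% = median of compound wells on plate and 100% = full blocker control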
ARFGAP1 inh – inhibitors of rat ARFGAP1; hit rate 0.26% among 360,000; Arfgap1-stimulated ARF1 GTP hydrolysis, GDP FP detection; inhibition, % at 16.5 µM;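 active = inhibition above a per-plate limit, mean inhibition of low control wells plus 3 SD, cut at about 25% in these data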;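 also: 0% = DMSO wells with enzyme and 100% = wells lacking Arfgap1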
Target sequence (Q62848 1-136 limits assumed): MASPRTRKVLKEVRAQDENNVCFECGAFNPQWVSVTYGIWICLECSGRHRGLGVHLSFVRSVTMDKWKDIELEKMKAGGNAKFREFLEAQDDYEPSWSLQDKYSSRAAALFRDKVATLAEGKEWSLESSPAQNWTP
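Material: rat Arfgap1 catalytic domain, aa 1-136; also added: human ARF1(Δ1-17)-GTP substrate; compound dosing: one concentration, 16.5 µM, DMSO 1.26%; incubation: GTP hydrolysis reaction 2 h at 25 °C; measured by: Tracer-displacement fluorescence polarization with EDTA stop, 620/688 nm; evaluation: % inhibition from polarization; repeats: one replicate per compound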
* hit, by the source's call. Random draw from the library. Share with any hit: about 4.5%.

Start of the data: the first 3 compounds, to show the layout:
entry	Structure	ASAP1 GAP inh	Tn6 DDE FP	proKLK7 act	Tn7 DDE FP	NR1D1 modulator	PLC-gamma1 inh	UHRF1 binding	sPLA2-III inh	PLCb3 inh	ARFGAP1 inh
1	COC(=O)CCC(=O)NC(=S)Nc1ccc(S(=O)(=O)N2CCCC2)cc1	-11	11	-0.5	-9	2	8	3	11	1	4
2	CCCCC(NC(=O)COc1cc2c(c3oc(=O)cc(C)c13)CCC(C)(C)O2)C(=O)O (centres undefined)	-6	-4	9.5	-8	1	-297	3	9	-469	-7
3	Cc1ccccc1OCC(=O)OCC(=O)c1ccc(OC(=O)c2ccccc2)cc1	-5	5	0.6	1	0	4	16	3	-4	-3

The list itself, repeating the preview:
entry	Structure	ASAP1 GAP inh	Tn6 DDE FP	proKLK7 act	Tn7 DDE FP	NR1D1 modulator	PLC-gamma1 inh	UHRF1 binding	sPLA2-III inh	PLCb3 inh	ARFGAP1 inh
1	COC(=O)CCC(=O)NC(=S)Nc1ccc(S(=O)(=O)N2CCCC2)cc1	-11	11	-0.5	-9	2	8	3	11	1	4
2	CCCCC(NC(=O)COc1cc2c(c3oc(=O)cc(C)c13)CCC(C)(C)O2)C(=O)O (centres undefined)	-6	-4	9.5	-8	1	-297	3	9	-469	-7
3	Cc1ccccc1OCC(=O)OCC(=O)c1ccc(OC(=O)c2ccccc2)cc1	-5	5	0.6	1	0	4	16	3	-4	-3
4	COc1ccc(NC(=O)N/C=C/c2ccc(Cl)cc2)cc1	-8	4	-0.3	4	3	0	1	-3	0	2
5	O=C1NC(Cc2ccccc2)c2nc3ccc(Br)cc3c(=O)n2-c2cc3ccccc3cc21 (centres undefined)	-1	-4	-2.1	-3	5	3	2	3	-2	-2
6	O=C(COc1ccccc1)OCC(=O)c1ccc(O)cc1O	-5	3	-0.1	-10	4	2	-3	-18	-1	-6
7	Cc1ccc(C2=NC(C(F)(F)F)(C(F)(F)F)c3c(n(-c4ccc(F)cc4)c(=O)[nH]c3=O)N2)cc1	-4	-2	1.2	10	0	-14	-2	-1	-16	11
8	Cc1ccc(S(=O)(=O)N2CCN(C(=O)CN3CCOCC3)C2c2ccccc2)cc1 (centres undefined)	8	4	-0.2	0	4	3	1	1	0	4
9	COc1ccc2c(c1OC)C(=O)N1c3cccc(Cl)c3C(=O)OC21 (centres undefined)	-1	3	0.4	-1	-1	2	1	4	-1	-3
10	Cc1nc2cc(NC(=O)c3ccc(S(=O)(=O)N(C)c4ccccc4)cc3)ccc2o1	1	5	0.0	0	-2	4	-1	-23	-4	8
11	COc1ccc(-c2sc3ccccc3c2-c2ccc(O)cc2)cc1	15	-7	-3.4	-3	-2	-218	-2	2	-380	14
12	Cc1sc(NC(=O)CCC(=O)O)c(C#N)c1C	-2	-10	0.2	-3	6	11*	0	-2	-6	5
13	O=C(OCc1cc(=O)n2c(n1)sc1ccccc12)c1ccc2c(=O)n3c(nc2c1)CCC3	13	-3	-0.1	3	-30	-9	39*	1	-8	2
14	Clc1ccc(N2N=C(c3cccs3)CC2c2ccco2)cc1 (centres undefined)	-6	11	-299	4	0	-376	-3	3	-466	-3
15	CC1(C)Cc2c(sc(NC(=O)Cc3ccccc3)c2C#N)CO1	-6	-7	-0.5	3	9	-1	0	7	-1	7
16	CCOC(=O)c1ccc(N2CN=C3SCC(=O)N3C2)cc1	-4	7	0.3	0	0	0	-1	5	2	3
17	Cc1cc(C)n2[nH]c(=O)c(N=Nc3cccc(Cl)c3)c2n1	-4	-5	0.1	7	-3	1	-6	5	3	1
18	O=C(CC1CCCC1)N1CCCC(Nc2cccc(F)c2)C1 (centres undefined)	6	-4	0.5	4	-2	5	1	5	-9	10
19	COc1ccc(NC(=O)CSCC(=O)N(C)CC(=O)Nc2c(C)cccc2C)cc1	3	-4	-1.0	5	10	6	3	13	-3	-9
20	Cc1ccc2c(c1)[nH]c1c(N3CCN(Cc4ccccc4)CC3)ncnc12	-4	-2	0.8	3	1	-36	4	-33	-51	3
21	O=C(NNS(=O)(=O)c1ccc2ccccc2c1)C1CCN(Cc2ccccc2)CC1	-19	3	0.4	1	3	6	1	-49	4	-1
22	NS(=O)(=O)c1ccc(NCC2COc3ccccc3O2)c([N+](=O)[O-])c1 (centres undefined)	3	-3	0.0	-3	2	0	-2	-9	-2	5
23	CC1(C)CC[C@]2(C(=O)n3ccnc3)CC[C@]3(C)[C@H](C(=O)C=C4[C@@]5(C)C=C(C#N)C(=O)C(C)(C)[C@@H]5CC[C@]43C)[C@@H]2C1	1	-1	-0.1	-2	-15	1	-1	-28	2	4
24	c1ccc(CN2CCc3[nH]c4ccccc4c3C2)cc1	-5	1	4.1	-11	10	-18	2	-16	-29	-14
25	CCc1nc2ccc(C(=O)NCCNC(C)=O)cn2c1N(C)Cc1ccc(OC)cc1	-4	1	0.6	-6	1	-1	4	13	-7	9

Part of the list above, showing only PLCb3 inh and ASAP1 GAP inh.
entry | smiles | PLCb3 inh | ASAP1 GAP inh
24 | c1ccc(CN2CCc3[nH]c4ccccc4c3C2)cc1 | -29 | -5
12 | Cc1sc(NC(=O)CCC(=O)O)c(C#N)c1C | -6 | -2
13 | O=C(OCc1cc(=O)n2c(n1)sc1ccccc12)c1ccc2c(=O)n3c(nc2c1)CCC3 | -8 | 13

The list goes on:
entry	Structure	ASAP1 GAP inh	Tn6 DDE FP	proKLK7 act	Tn7 DDE FP	NR1D1 modulator	PLC-gamma1 inh	UHRF1 binding	sPLA2-III inh	PLCb3 inh	ARFGAP1 inh
26	CSc1ccc(C#N)cc1NC(=O)c1ccc(Cl)cc1	-6	-3	0.8	8	-2	-2	2	11	-1	10
27	Cc1cc(C)n(-c2nc(NCCCN(C)C)c3c4c(sc3n2)COC(C)(C)C4)n1	14	-3	-0.2	8	-3	-3	2	14	-11	-3
28	CCOC(=O)[C@H]1[C@H]2COc3ccc(Cl)cc3[C@@H]2N2C(=O)c3cc(C)ccc3NC(=O)[C@@]12C	4	2	0.2	-1	5	0	-2	4	-1	18
29	O=C(N/N=C/c1cccs1)c1n[nH]c2c1CCCC2	-7	8	-0.3	7	-1	3	-4	-4	-3	-16
30	O=C(Cn1cnc2c(OCc3ccccc3)ncnc21)N1CCN(c2ccccn2)CC1	-4	0	-0.5	-4	-2	0	0	1	2	-2
31	COc1cc(C(=O)Nc2cc(S(=O)(=O)N3CCOCC3)ccc2N2CCOCC2)ccc1OC(F)F	-2	4	0.1	-1	-2	0	-3	1	1	-2
32	CCCCOc1ccc(Nc2nc(C)cc(C)c2C#N)cc1	5	0	0.4	-6	16	-1	-6	-2	-1	4
33	O=C(NCCCN1CCN(CCCNC(=O)c2ccc(F)cc2)CC1)c1ccc(F)cc1	5	2	-0.2	-3	-3	1	1	1	3	2
34	CCCc1[nH][nH]c(=O)c1C(c1ccc(Cl)cc1)C(C#N)C#N (centres undefined)	9	-1	0.5	-9	5	1	-4	-50	-1	-1
35	CN(C)c1cc[n+](CC(=O)N2CCCc3ccccc32)cc1	4	0	-0.3	-1	3	3	-2	-5	1	12
36	O=C(Nc1ccc(-c2nc3ccccc3s2)c(OC(=O)c2ccccc2)c1)c1ccccc1	6	0	0.3	0	4	-5	1	15	-3	-3
37	Cc1ccc(NC2CCCN(C(=O)CSc3ccncc3)C2)cc1C (centres undefined)	18	-1	1.0	4	-2	-1	0	6	-6	-2
38	Oc1cccc(C(Nc2nccs2)c2ccc3cccnc3c2O)c1 (centres undefined)	5	4	0.4	11	3	-17	-9	14	-22	2
39	CCCCCCCCN1[C@@H](CC(=O)OC)c2cc(F)ccc2S1(=O)=O	5	2	0.4	6	5	-2	-1	-4	-1	-5
40	COC(=O)c1cc(C)sc1NC(=O)C1C2C=CC(CC2)C1C(=O)O (centres undefined)	-7	0	-0.3	-6	-1	2	2	1	3	5
41	O=S(=O)(c1ccc(Br)cc1F)N1CC[C@H](O)C1	-11	-1	-1.0	1	-3	-3	2	5	0	3
42	COCC1CCN(C(=O)c2cc(COc3ccc(C)c(C)c3)on2)C1 (centres undefined)	3	4	0.0	-1	9	-2	0	-2	-9	2
43	Cn1nnc2cc(NC(=O)NCc3ccc4c(c3)OCO4)ccc21	-5	1	-0.3	4	-2	-1	-1	-2	-4	-6
44	CN1C(=O)c2ccc(NC(=O)c3ccc(N4CCCCC4)c([N+](=O)[O-])c3)cc2C1=O	4	-3	0.2	-6	-7	5	0	-1	4	2
45	Nc1ccc(-n2cnc3cc([N+](=O)[O-])ccc32)cc1	-8	1	0.4	-11	1	5	11	14	6	6
46	Cc1ccc(/C=C/C(=O)Nc2nc3ccccc3[nH]2)cc1	-1	1	-2.3	1	-3	-5	0	3	-5	7
47	COCCN(C(=O)COC(=O)CCC1CCCC1)c1c(N)n(Cc2ccccc2)c(=O)[nH]c1=O	0	4	-0.3	-3	-2	-2	1	0	-3	10
48	Cc1nnc(SCC(=O)Nc2cc(C(F)(F)F)ccc2N2CCOCC2)o1	2	-3	0.7	0	-4	2	3	7	4	-9
49	Cc1ccc(Sc2ncccc2/C=N/O)cc1	8	-6	0.2	-4	2	2	5	13	-3	3
